aGlu spleen mod: lysosomal alpha-glucosidase (human) modulation; P10253; 240,000 compounds, 0.006% hits; AID 2112; human spleen homogenate, 4-MU-alpha-glucoside fluorescence; Potency, µM (series often up to 79.9 µM), inactives show top-dose activity change, negative = inhibition, hits mostly inhibitors;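 further: 0% = enzyme with vehicle and -100% = no enzyme basal signal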
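Enzyme source: human spleen homogenate, 1 ug/well. Buffer 50 mM citric acid/K phosphate pH 5.0, 0.01% Tween-20. 4-MU-alpha-glucoside 1 mM; 37 C x 40 min; NaOH/glycine stop; fluorescence.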
Epigenetic reg: epigenetic control regulation, reporter derepression; 280,000 compounds, 0.2% hits; murine LDR cells, GFP reporter derepression, 30 h; Potency, µM (series often up to 53.9 µM), inactives show at the top dose GFP activation, actives largely listed as activators; AID 1865; further: % of control where 0% means no effect; nearly all actives have a fitted effect of over 60% in size
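Reporter derepression read as number of fluorescent GFP-positive objects, 20-120 um in size, counted by laser-scanning cytometer. Mouse LDR line with an epigenetically silenced CMV-GFP locus; compound incubation 30 h, 37 C.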
NPSR antag: blocks cAMP signaling of the human neuropeptide S receptor; Q6W5P4; CHO-NPSR cells, cAMP TR-FRET, antagonist mode; Potency, µM (top dose mostly 38.3 µM), without a hit: at the top dose activity change, negative = inhibition, hits mostly inhibitors; 220,000 compounds, 1% hits; AID 1461; further: on the % scale 0 is the no-effect control and ±100 the full control effect; nearly all actives have a fitted effect of over 50% in size; many of its hits are not listed in these tables
GLA spleen mod: alpha-galactosidase A (human) modulation | P06280 | human spleen homogenate, 4MU-alpha-Gal fluorescence, 40 min | Potency, µM (doses to about 80 µM), inactives show at the top dose activity change, negative = inhibition, usual class: inhibitors | 240,000 compounds, 0.008% hits | AID 2107;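 further: 0% = enzyme with vehicle and -100% = no enzyme basal signal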
Target sequence (P06280 32-429 limits assumed): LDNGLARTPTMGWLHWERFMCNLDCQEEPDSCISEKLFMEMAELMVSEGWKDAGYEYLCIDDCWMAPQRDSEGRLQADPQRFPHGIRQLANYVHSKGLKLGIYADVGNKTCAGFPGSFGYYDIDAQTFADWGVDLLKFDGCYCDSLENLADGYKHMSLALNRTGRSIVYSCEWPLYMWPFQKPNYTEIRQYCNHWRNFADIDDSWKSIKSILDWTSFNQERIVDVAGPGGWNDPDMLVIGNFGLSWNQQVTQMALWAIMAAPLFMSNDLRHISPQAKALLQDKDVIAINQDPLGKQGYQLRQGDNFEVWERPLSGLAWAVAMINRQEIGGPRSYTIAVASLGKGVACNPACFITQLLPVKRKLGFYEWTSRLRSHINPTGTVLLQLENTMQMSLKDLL
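qHTS titration in buffer at pH 5.0. Alpha-galactosidase activity in spleen homogenate was measured via 4-methylumbelliferone release from 1 mM fluorogenic substrate after 40 min at 37C and a pH 10 stop. AC50 came from Hill fits of control-normalized data.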
GAA glycogen mod: inhibitors or activators of human alpha-glucosidase glycogen cleavage. P10253. recombinant GAA, glycogen substrate, Amplex Red glucose oxidase fluorescence. Potency, µM (highest dose often 76.4 µM), for the others: top-dose activity change, negative = inhibition, usual class: inhibitors. 300,000 compounds, 0.38% hits. AID 2100;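 further: 0% = full enzyme reaction and -100% = no-enzyme basal signal; the screen sought inhibitors and activators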
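Recombinant human enzyme (4 nM); glycogen substrate; 37 C, 40 min, pH 5.0. Readout: coupled glucose oxidase/Amplex Red fluorescence.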
ALDH1A1 block: blocks purified human ALDH1A1 activity; 220,000 compounds, 7.3% hits; AID 1030; Potency, µM (titrated, usually from 75.3 µM), for the others: top-dose activity, negative = inhibition, usual class: inhibitors; P00352; Purified ALDH1A1, NADH fluorescence, propionaldehyde substrate; active means well fitted inhibition curve with a large enough effect, not every such curve was filed as active; inconclusive means small, poorly fitted or top-dose-only effect, or another doubt; inactive means no such curve, though single readings can be large or run the other way;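 further: plate controls were no enzyme wells and a reference inhibitor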
Target sequence (P00352 whole entry, looked up): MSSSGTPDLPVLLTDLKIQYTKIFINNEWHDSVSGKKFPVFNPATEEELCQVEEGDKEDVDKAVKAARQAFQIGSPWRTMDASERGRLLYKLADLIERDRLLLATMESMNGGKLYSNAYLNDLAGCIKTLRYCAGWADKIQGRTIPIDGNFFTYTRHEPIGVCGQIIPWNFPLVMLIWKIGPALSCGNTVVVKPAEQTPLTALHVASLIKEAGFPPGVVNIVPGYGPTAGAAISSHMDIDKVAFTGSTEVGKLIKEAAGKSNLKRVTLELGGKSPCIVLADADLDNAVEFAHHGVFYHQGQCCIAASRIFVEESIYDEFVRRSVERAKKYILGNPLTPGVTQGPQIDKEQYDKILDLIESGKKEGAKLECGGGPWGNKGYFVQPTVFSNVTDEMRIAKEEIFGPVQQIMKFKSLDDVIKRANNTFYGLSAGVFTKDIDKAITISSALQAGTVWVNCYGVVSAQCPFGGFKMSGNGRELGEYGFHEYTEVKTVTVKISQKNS
Tau fluor cs: counter-screen for tau fibril formation inhibitors; tau K18 P301L Alexa594 fluorescence, heparin fibrillization; Potency, µM (highest dose often 57.7 µM), inactives show at the highest dose activity change, negative = decrease; 280,000 compounds, 0.93% hits; AID 1463; further: on the % scale 0 is the no-effect control and ±100 the full control effect; nearly all actives have a fitted effect of over 55% in size
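Human tau K18 P301L (15 uM unlabeled, 0.24 uM Alexa 594-labeled) in 100 mM sodium acetate pH 7 with 20 uM heparin, 6 hr at 37 C. ThT 30 uM added, 1 hr ambient; Alexa 594 FP and total fluorescence read at 555/632 nm.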
GAA inh: alpha-glucosidase (human) inhibition | P10253 | purified human GAA, 4-MU-alpha-glucoside fluorescence | Potency, µM (titrated, usually from 76.9 µM), inactives show at the top dose activity change, negative = inhibition, usual class: inhibitors | 200,000 compounds, 0.005% hits;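 further: plate controls were uninhibited enzyme wells for no effect and no-enzyme background for full effect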
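Human enzyme at 4 nM with 400 uM 4-methylumbelliferyl-alpha-D-pyranoside, citrate/phosphate buffer pH 5.0, 0.005% Tween-20, 20 min at room temperature. Compounds up to 77 uM. 4-MU fluorescence (Ex 365/Em 440) read after NaOH/glycine stop; AC50 from Hill fit.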
Active calls of the source: *; ? = inconclusive; . = no result given; [ ] = another dose, or the depositor's remark. Unless noted, the call rests on the fitted dose curve; in most records, active means well fitted curve in the direction sought with a large enough effect; inconclusive means small, poorly fitted or top-dose-only effect, or another doubt; inactive means no such curve, though single readings can be large; an effect the other way counts as inactive or inconclusive. Potency means the concentration at half of the fitted maximal effect. Not all compounds are listed; count on the stated rates, not on these rows.

| # | compound | aGlu spleen mod | Epigenetic reg | NPSR antag | GLA spleen mod |
| --- | --- | --- | --- | --- | --- |
| 1 | CN(C(=O)c1ccc(C#N)cc1)c1nnc(-c2cnccn2)s1 | -2.3% | 1.1% | -41.1% | -6.8% |
| 2 | COc1cc(NS(=O)(=O)c2ccc(Br)cc2)c(OC)cc1NC(=O)c1ccco1 | -2.1% | 1.2% | ? | 15.6% |
| 3 | Cc1ccc(CN2CCN(/N=C/c3cc(Br)cc(Br)c3O)CC2)cc1 | 9.6% | 1.3% | -4.3% | -1.7% |
| 4 | CSc1nnc(C)c(=O)n1COC(=O)COc1ccccc1F | 5.5% | -0.5% | 12.9% | -2.1% |
| 5 | CCOC(=O)C1=C(C)NC(=S)NC1c1cccs1 (stereo unspecified) | -9.4% | 4.4% | 10.0% | -4.1% |
| 6 | COC(=O)CN(c1ccccc1[N+](=O)[O-])S(=O)(=O)c1ccccc1 | 2.4% | 1.4% | 4.9% | 3.6% |
| 7 | CCOC(=O)/C=C1\CC(=O)Nc2cc(C)c(C)cc2N1 | 4.6% | 0.2% | -1.6%[46.1 µM] | 2.7% |
| 8 | c1ccc2c(c1)nc(N1CCOCC1)c1nncn12 | 2.2% | -1.8% | -5.1%[46.1 µM] | 5.5% |
| 9 | CCC(C)NC(=O)C1c2cc(OC)c(OC)cc2C(=O)N(C)C1c1ccc(OC)cc1 (stereo unspecified) | 0.0% | -0.8% | -28.2%[46.1 µM] | 2.4% |
| 10 | O=S1(=O)N=C2CCCN2C(c2ccc(F)cc2)N1 (stereo unspecified) | 5.7% | 0.3% | -6.2%[46.1 µM] | 6.0% |

| # | GAA glycogen mod | ALDH1A1 block | Tau fluor cs | GAA inh |
| --- | --- | --- | --- | --- |
| 1 | -0.4% | . | -7.0% | . |
| 2 | -12.4% | ? | -8.9% | -4.5% |
| 3 | -1.9% | ? | -11.9% | 1.7% |
| 4 | 0.2% | 0.1% | -2.6% | 4.3% |
| 5 | -8.2% | 3.16µM* | 2.5% | 6.9% |
| 6 | -7.6% | 3.7% | 0.2% | 4.8% |
| 7 | -0.8% | -2.4% | 3.9% | 3.6% |
| 8 | 4.7% | -1.2% | -3.5% | 1.9% |
| 9 | -4.5% | 2.4% | -2.0% | -6.9% |
| 10 | -12.3% | 4.7% | 7.7% | -0.4% |

Other structures follow.
| # | compound | aGlu spleen mod | Epigenetic reg | NPSR antag | GLA spleen mod |
| --- | --- | --- | --- | --- | --- |
| 11 | O=C(NCc1ccncc1)c1nnc(Cc2c(F)cccc2Cl)o1 | -5.1% | 3.4% | 5.0%[46.1 µM] | -3.6% |
| 12 | Oc1c(CN2CCCCC2)cc(COCc2ccccc2)c2cccnc12 | -2.1% | 0.1% | ? | -4.5% |
| 13 | COc1ccc(CCNC(=O)CN(c2ccccc2OC)S(C)(=O)=O)cc1 | -0.8% | -2.0% | 0.6%[46.1 µM] | 2.9% |
| 14 | Clc1ccc(-c2noc(CCCc3ccccc3)n2)cc1 | -3.9% | 0.6% | -11.4%[46.1 µM] | -10.1% |
| 15 | CCn1c(SCC(=O)c2ccccc2)nc2sc3c(c2c1=O)CCN(C)C3 | 4.6% | -1.2% | -29.6% | 20.2% |
| 16 | CCN(CC)CCN(C(=O)c1ccc(Br)s1)c1nc2cc3c(cc2s1)OCCO3 | 6.9% | -5.2% | -26.2% | 5.3% |
| 17 | O=C(Nc1nccs1)c1ccc(CSc2nnnn2-c2ccccc2)cc1 | -4.0% | -0.8% | -28.7%[46.1 µM] | 0.2% |
| 18 | COc1ccc2nc(NC(=O)CSc3nccc(C)n3)sc2c1 | -6.7% | -0.6% | -12.4%[46.1 µM] | 9.5% |
| 19 | N#CC(C#N)=C1C=CC=CN1/C(=C\c1ccco1)C(=O)c1ccccc1 | -7.7% | 7.9% | ? | 2.2% |
| 20 | CC(=O)c1ccc(N2CCN(C(=O)Cn3c(=S)[nH]c4ncccc4c3=O)CC2)cc1 | 4.0% | -4.8% | -17.9% | -0.3% |

| # | GAA glycogen mod | ALDH1A1 block | Tau fluor cs | GAA inh |
| --- | --- | --- | --- | --- |
| 11 | -8.3% | -2.0% | -0.5% | -2.4% |
| 12 | 12.5% | -42.4% | 4.9% | -5.9% |
| 13 | 0.7% | -9.5% | 0.7% | -10.4% |
| 14 | -2.4% | 20.7% | -12.0% | 1.4% |
| 15 | 11.3% | . | -29.3% | . |
| 16 | 4.2% | -7.1% | -9.4% | -3.5% |
| 17 | -1.3% | ? | ? | -2.1% |
| 18 | -3.2% | 4.1% | -9.3% | -1.2% |
| 19 | 9.2% | -7.1% | ? | -20.3% |
| 20 | 4.7% | ? | 4.4% | 0.4% |

Part of the list above in a different format:
no. | SMILES | aGlu spleen mod | Epigenetic reg | NPSR antag | GLA spleen mod | GAA glycogen mod | ALDH1A1 block | Tau fluor cs | GAA inh
13 | COc1ccc(CCNC(=O)CN(c2ccccc2OC)S(C)(=O)=O)cc1 | -0.8% | -2.0% | 0.6%[46.1 µM] | 2.9% | 0.7% | -9.5% | 0.7% | -10.4%
15 | CCn1c(SCC(=O)c2ccccc2)nc2sc3c(c2c1=O)CCN(C)C3 | 4.6% | -1.2% | -29.6% | 20.2% | 11.3% | . | -29.3% | .

No new results follow: eleven of the compounds above.
| # | compound | aGlu spleen mod | Epigenetic reg | NPSR antag | GLA spleen mod |
| --- | --- | --- | --- | --- | --- |
| 10 | O=S1(=O)N=C2CCCN2C(c2ccc(F)cc2)N1 (stereo unspecified) | 5.7% | 0.3% | -6.2%[46.1 µM] | 6.0% |
| 11 | O=C(NCc1ccncc1)c1nnc(Cc2c(F)cccc2Cl)o1 | -5.1% | 3.4% | 5.0%[46.1 µM] | -3.6% |
| 12 | Oc1c(CN2CCCCC2)cc(COCc2ccccc2)c2cccnc12 | -2.1% | 0.1% | ? | -4.5% |
| 13 | COc1ccc(CCNC(=O)CN(c2ccccc2OC)S(C)(=O)=O)cc1 | -0.8% | -2.0% | 0.6%[46.1 µM] | 2.9% |
| 14 | Clc1ccc(-c2noc(CCCc3ccccc3)n2)cc1 | -3.9% | 0.6% | -11.4%[46.1 µM] | -10.1% |
| 15 | CCn1c(SCC(=O)c2ccccc2)nc2sc3c(c2c1=O)CCN(C)C3 | 4.6% | -1.2% | -29.6% | 20.2% |
| 16 | CCN(CC)CCN(C(=O)c1ccc(Br)s1)c1nc2cc3c(cc2s1)OCCO3 | 6.9% | -5.2% | -26.2% | 5.3% |
| 17 | O=C(Nc1nccs1)c1ccc(CSc2nnnn2-c2ccccc2)cc1 | -4.0% | -0.8% | -28.7%[46.1 µM] | 0.2% |
| 18 | COc1ccc2nc(NC(=O)CSc3nccc(C)n3)sc2c1 | -6.7% | -0.6% | -12.4%[46.1 µM] | 9.5% |
| 19 | N#CC(C#N)=C1C=CC=CN1/C(=C\c1ccco1)C(=O)c1ccccc1 | -7.7% | 7.9% | ? | 2.2% |
| 20 | CC(=O)c1ccc(N2CCN(C(=O)Cn3c(=S)[nH]c4ncccc4c3=O)CC2)cc1 | 4.0% | -4.8% | -17.9% | -0.3% |

| # | GAA glycogen mod | ALDH1A1 block | Tau fluor cs | GAA inh |
| --- | --- | --- | --- | --- |
| 10 | -12.3% | 4.7% | 7.7% | -0.4% |
| 11 | -8.3% | -2.0% | -0.5% | -2.4% |
| 12 | 12.5% | -42.4% | 4.9% | -5.9% |
| 13 | 0.7% | -9.5% | 0.7% | -10.4% |
| 14 | -2.4% | 20.7% | -12.0% | 1.4% |
| 15 | 11.3% | . | -29.3% | . |
| 16 | 4.2% | -7.1% | -9.4% | -3.5% |
| 17 | -1.3% | ? | ? | -2.1% |
| 18 | -3.2% | 4.1% | -9.3% | -1.2% |
| 19 | 9.2% | -7.1% | ? | -20.3% |
| 20 | 4.7% | ? | 4.4% | 0.4% |

Following part
| # | compound | aGlu spleen mod | Epigenetic reg | NPSR antag | GLA spleen mod |
| --- | --- | --- | --- | --- | --- |
| 21 | COc1ccc(Cl)cc1NC(=O)C/C(C)=N/NC(=O)Cc1ccccc1 | 1.3% | -1.1% | -3.9% | -2.1% |
| 22 | CCCCC(NC(C)=O)c1nc2ccccc2n1CCC (stereo unspecified) | 3.4% | -1.0% | 9.1% | 0.9% |
| 23 | COc1ccc(/C(C)=N/NC(=S)Nc2cc(C)ccc2C)cc1 | 0.9% | -1.4% | -17.4% | -0.7% |
| 24 | CN(CCCN1CCOCC1)Cc1cn(C)nc1-c1ccccc1F | -6.6% | -4.1% | -17.2% | 5.8% |
| 25 | COC(=O)C1=C(NC(=O)c2cccc(OC)c2)CCS1 | 3.9% | -1.4% | -9.0%[46.1 µM] | 7.0% |
| 26 | CC1=NN(Cc2ccccc2)C(=O)/C1=C/c1ccc(N(C)C)cc1 | -5.3% | -0.9% | 0.8%[46.1 µM] | -2.3% |

| # | GAA glycogen mod | ALDH1A1 block | Tau fluor cs | GAA inh |
| --- | --- | --- | --- | --- |
| 21 | 6.0% | -4.3% | -11.4% | -4.0% |
| 22 | -5.5% | -3.7% | -0.5% | 11.4% |
| 23 | ? | ? | -28.1% | 2.1% |
| 24 | -6.0% | ? | -10.3% | -18.6%[15.4 µM] |
| 25 | -7.0% | 16.9% | -17.3% | -6.1% |
| 26 | -2.4% | ? | -9.4% | -5.5% |

Compound activity deposited in PubChem BioAssay by National Center for Advancing Translational Sciences (NCATS).
